From PubChem BioAssay
M1AAP inhibition – malaria alanyl aminopeptidase activity blockers – biochemical, fluorogenic H-Leu-NHMec substrate, 1536-well (AID 1445); recombinant M1AAP, H-Leu-NHMec fluorogenic kinetic assay; higher % means a stronger effect; 0.42% of 220,000 active; inhibition, % at 30 µM; hits with a dose series show IC50 in µM;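 active = primary inhibition above the hit cutoff, then over 50% inhibition at one or more dose response concentrations, cut at about 23% in these data, passing the limit was not always enough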;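 note: plate controls were DMSO full reaction for no effect and no enzyme background for full effect; strong numbers were not always called active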
K1F lysis inhibition – protection from phage-mediated lysis, alamar blue read-out – E. coli UTI89, K1F phage, bacterial capsule biogenesis inhibitors (AID 488966). E. coli UTI89 K1F phage lysis, alamar blue, 2 h; higher % means a stronger effect. 0.02% of 340,000 active. inhibition, % at 100 µM; hits with a dose series show IC50 in µM;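 active = phage lysis inhibition, versus mean bacterial control, above a set limit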;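 note: capsule biogenesis inhibitors block K1F phage lysis so surviving cells raise fluorescence; higher fluorescence means more inhibition of phage lysis; actives were called in the ten point dose series up to 300 µM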
Hep lipid drop – modulators of hepatic lipid droplet formation | AML12 mouse hepatocytes, oleate lipid droplets, BODIPY imaging | inhibition, % at 6.5 µM | 0.4% of 240,000 active;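 active = lipid droplet intensity inhibited by at least 50%, with more than 500 cells counted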
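System: AML12 hepatocytes (mouse). Probe or stimulus: oleic acid at 100 µM to induce lipid droplet formation. Times: overnight treatment with compound plus oleate. Detection: Image-based BODIPY and DAPI two-channel analysis. Evaluation: percent inhibition of filter-corrected integrated lipid droplet intensity per well.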
Siah-1 displacement – Siah-1 peptide-binding antagonists, primary screen, biochemical, fluorescence polarization, rhodamine-plectin, uHTS (AID 1817); displacement, % at 20 µM; hits with a dose series show IC50 in µM; Siah-1 / rhodamine-plectin peptide fluorescence polarization; higher % means a stronger effect; 0.02% of 290,000 active;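 active = displacement of at least 50% at 20 µM, with a fluorescence ratio check between 0.3 and a set limit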;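 note: plate controls were Siah plus tracer with DMSO for no effect and tracer alone without Siah for full effect; strong numbers were not always called active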
P. falciparum M17LAP – P. falciparum M17LAP inhibitors, primary screen, biochemical, fluorogenic H-Leu-NHMec substrate, 1536-well (AID 1619) | 0.38% of 220,000 active | inhibition, % at 30 µM, or IC50 in µM where a hit was titrated | recombinant M17LAP, H-Leu-NHMec fluorogenic kinetic assay; higher % means a stronger effect;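 active = compound inhibiting the enzyme by more than half at any dose during confirmatory dose-response retesting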;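 note: plate controls were full reaction with DMSO carrier for no effect and no enzyme background for full effect; strong numbers were not always called active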
Hep lipid drop cells 6.5 µM – further read-out of Hep lipid drop, marked with its call; cell count; measured here: cell count, cytotoxicity flag;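 cells counted across two imaged fields per well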
* hit, by the source's call; nt = no result given; [ ] = another dose, or the depositor's remark. Some of the compounds tested; count on the stated rates, not on these rows.

SMILES	M1AAP inhibition	K1F lysis inhibition	Hep lipid drop	Siah-1 displacement	P. falciparum M17LAP	others
Cc1ccc(SC[C@H](Cc2ccccc2)N2CC[C@@H](NC(=O)OCc3ccccc3)CCC2=O)cc1	nt	nt	nt	0.9%	nt
COC(=O)C1=C(C)N(Cc2ccccc2)C(=NCC(C)C)N[C@H]1c1ccccc1	nt	nt	nt	12.3%	nt
CCCCN1C(=O)/C(=C2/Sc3ccc(Cl)cc3N2CC)SC1=S	nt	nt	nt	2.7%	nt
COc1ccc(C2NC(C(=O)O)CS2)cc1COCC(F)(F)F (stereo not given)	-0.7%	nt	nt	nt	21.6%
CCOc1cc(/C=C2\C(=O)N(c3cccc(C(=O)O)c3)N=C2C(F)(F)F)ccc1OCC(=O)Nc1ccccc1OC	nt	nt	5.4	18.1%	nt	Hep lipid drop cells 6.5 µM=640
COC(=O)CCC(=O)OC1(C)C(=O)C2=CN(CCCCO)C(c3ccc(OC)cc3)=CC2=C(Br)C1=O (stereo not given)	nt	nt	2.4	2.4%	nt	Hep lipid drop cells 6.5 µM=811
O=C1Nc2cc(C(=O)N3CCN(c4ccccc4F)CC3)ccc2NC1CSCc1ccccc1F (stereo not given)	nt	nt	32.6	-5.8%	nt	Hep lipid drop cells 6.5 µM=743
Cc1ccc(Cc2c(C)nc3nc(SCC(=O)NCCCN4CCCCCC4)nn3c2C)cc1	nt	nt	-33.5	-3.9%	nt	Hep lipid drop cells 6.5 µM=811
CN(C)C1=NC(=O)/C(=C/c2ccc(-c3ccc(S(N)(=O)=O)cc3)o2)S1	nt	nt	1.2	0.9%	nt	Hep lipid drop cells 6.5 µM=760
CC1(C)Cc2c(sc3nc(=S)[nH]c(N)c23)CO1	nt	nt	1.1	-0.8%	nt	Hep lipid drop cells 6.5 µM=827
Nc1nnnn1CC(=O)N/N=C/C=C/c1ccccc1	nt	nt	22.8	6.7%	nt	Hep lipid drop cells 6.5 µM=729
Cc1ccc(C)c(N2CCN(CCCNC(=O)CCC(=O)N3CCOc4ccc(Cl)cc43)CC2)c1	nt	nt	-4.0	0.0%	nt	Hep lipid drop cells 6.5 µM=624
Oc1c(Br)cc(/C=N/n2c(-c3ccccc3)n[nH]c2=S)c(Br)c1O	nt	nt	7.1	45.4%	nt	Hep lipid drop cells 6.5 µM=836
CCCc1cc(=O)oc2c3c(c(Cl)cc12)OCN(CCCO)C3	nt	nt	-46.2	-3.3%	nt	Hep lipid drop cells 6.5 µM=815
O=C(NCc1ccccc1)C1CCCC1	nt	nt	-0.6	-2.7%	nt	Hep lipid drop cells 6.5 µM=841
CCOc1ccc(CCNC(=O)c2ccc3c(c2)NC(=O)C2CCCN32)cc1OCC (stereo not given)	nt	nt	39.4	-3.3%	nt	Hep lipid drop cells 6.5 µM=723
CSc1nc(SCC(=O)NCC2CCCO2)c2c3c(sc2n1)CN(C)CC3 (stereo not given)	nt	nt	30.6	-6.8%	nt	Hep lipid drop cells 6.5 µM=726
Cc1cccc(NC(=O)C2C3C=CC(O3)C2C(=O)O)c1 (stereo not given)	nt	nt	25.3	5.8%	nt	Hep lipid drop cells 6.5 µM=791
CCC[C@H]1COCCS(=O)(=O)N1Cc1ccc(Br)cc1	nt	nt	0.4	-1.8%	nt	Hep lipid drop cells 6.5 µM=821
O=C(Cc1nnc(NC(=O)Nc2ccccc2F)s1)NCc1ccccc1	nt	nt	-21.5	-4.9%	nt	Hep lipid drop cells 6.5 µM=702
COC/C=C/C1=CC2=CC(=O)C(C)(OC(=O)CCC(=O)OC)C(=O)C2=CO1 (stereo not given)	7.8%	nt	nt	25.0%	5.8%
Cc1ccc(C(=O)COc2ncnc3cc(Cl)ccc23)cc1	4.2%	nt	nt	10.9%	-2.3%
C/C(=N\NC1=N[C@H]2CS(=O)(=O)C[C@H]2S1)c1ccccc1	1.4%	nt	nt	-1.9%	9.5%
C/C=C\C(=O)Nc1cccc(C2=NOC3(C2)C[C@H](C(N)=O)N(C(=O)[C@H]2CCC(=O)N2)C3)c1 (stereo not given in full)	1.9%	nt	nt	2.9%	8.1%
CC1(OC(=O)CCc2ccccc2)C(=O)C=C2C=C(c3ccsc3)OC=C2C1=O (stereo not given)	11.9%	nt	nt	20.5%	18.8%
CN1CCN(c2ccc(CNS(=O)(=O)Cc3cccc(C(F)(F)F)c3)cc2)CC1	-2.0%	nt	nt	-5.3%	6.2%
O=c1cc(C(F)(F)F)[nH]c2ccc(OC(F)(F)F)cc12	6.3%	nt	nt	-3.8%	3.3%
Cc1ccc2c(CN3CCOCC3)cc(=O)oc2c1	1.3%	nt	nt	-1.9%	10.1%
O=C(c1ccc2c(c1)OCO2)N1CCC2(CC1)Oc1ccc(Cl)cc1C(=O)C21CC(c2ccc(Cl)cc2)=NO1 (stereo not given)	2.7%	nt	nt	-4.3%	6.5%
COc1cccc(NC(=O)COC(=O)C2CC(=O)N(c3ccc(C)cc3)C2)c1 (stereo not given)	nt	0.4%[50 µM]	nt	nt	nt
COC(=O)c1ccc(CCc2cc(O)ccc2O)cc1	nt	-7.4%	nt	nt	nt
O=C1c2ccccc2C(=O)c2c1ccc(O)c2O	nt	-1.3%	nt	nt	nt
Cc1c(Cl)ccc2c(C(O)CBr)cc(-c3ccccc3)nc12 (stereo not given)	nt	-3.7%	nt	nt	nt
CCOc1cc2c(cc1OCC)C(c1ccc(O)c(OC)c1)NCC2 (stereo not given)	nt	1.1%	nt	nt	nt
Fc1ccc(N2C(=S)SC(=Nc3ccccc3)C2=Nc2ccccc2)cc1	nt	1.1%	nt	nt	nt
COC(=O)c1c(C)[nH]c(C(=O)C(C)OC(=O)c2c(C)noc2C)c1C (stereo not given)	nt	-0.9%	nt	nt	nt
CCOc1ccc2oc(C(=O)NCC(c3ccco3)N(C)C)c(C)c2c1 (stereo not given)	nt	0.7%[50 µM]	nt	nt	nt
Cc1ccc(NC(=O)c2ccc(S(=O)(=O)N3CCCC3)cc2)cc1	nt	-0.3%	nt	nt	nt
COCCn1c(SCC(=O)Nc2cccnc2Cl)nc2cc(Cl)ccc2c1=O	nt	0.3%[50 µM]	nt	nt	nt
O=C(/C=C/c1ccco1)N1CCN(S(=O)(=O)c2ccccc2)CC1	nt	1.1%[50 µM]	nt	nt	nt
O=C(COC(=O)C1CC2CCCC(C1)C2=O)NNC(=O)c1ccccc1Br (stereo not given)	nt	0.9%[50 µM]	nt	nt	nt
COc1ccc(NC(=O)CSc2nc(=O)n(CCN(C)C)c3c2CCCC3)cc1	nt	1.0%[50 µM]	nt	nt	nt
CC(C)NC(=O)N(C)C[C@H]1Oc2c(NS(=O)(=O)c3ccccc3)cccc2C(=O)N([C@H](C)CO)C[C@@H]1C	nt	0.7%	nt	nt	nt
COc1ccccc1NS(=O)(=O)c1cc(NC(=O)c2ccccc2[N+](=O)[O-])ccc1N1CCOCC1	nt	-0.6%	nt	nt	nt
Cc1cc(C(=O)OCC(=O)N2CC(C)OC(C)C2)c2ccccc2n1 (stereo not given)	nt	0.8%[50 µM]	nt	nt	nt
CCOc1cc(-c2n[nH]c(=S)n2Cc2ccccc2)ccc1OC(F)F	nt	-0.2%[50 µM]	nt	nt	nt
Cc1cc(C)nc(SCC(=O)NC2CCCCC2C)n1 (stereo not given)	nt	-0.3%[50 µM]	nt	nt	nt
CC1CC(C)CN(C(=O)COC(=O)c2ccc3c(c2)C(=O)N(Cc2ccco2)C3=O)C1 (stereo not given)	nt	-0.2%[50 µM]	nt	nt	nt
Cc1cc(C)c(-c2csc(NC(=O)C3=COCCO3)n2)cc1C	nt	-0.1%[50 µM]	nt	nt	nt
CC(c1ccccn1)C(C)(O)C(C)c1ccccn1 (stereo not given)	nt	0.6%	nt	nt	nt

More results:
SMILES	M1AAP inhibition	K1F lysis inhibition	Hep lipid drop	Siah-1 displacement	P. falciparum M17LAP	others
Cc1nc2ccccc2n1/N=C/c1ccc([N+](=O)[O-])o1	nt	0.6%	nt	nt	nt
Cc1ccc(N(O)C(C)(C)C)cc1	nt	1.3%	nt	nt	nt
O=C(NCC1CCCN1S(=O)(=O)c1cccs1)C(=O)Nc1ccc(F)cc1F (stereo not given)	nt	1.9%[50 µM]	nt	nt	nt
CCN(CC)C(CNC(=O)CSc1nnnn1-c1cccc(F)c1)c1ccco1 (stereo not given)	nt	0.8%[50 µM]	nt	nt	nt
Cc1cc(C(=O)COc2cc(F)ccc2[N+](=O)[O-])c(C)n1CC1CCCO1 (stereo not given)	nt	0.5%[50 µM]	nt	nt	nt
O=C(NCC(=O)N1CCCCCCC1)c1ccccc1Br	nt	0.9%[50 µM]	nt	nt	nt
CCOC(=O)[C@@H]1[C@H]2COc3ccc(Br)cc3[C@@H]2N2C(=O)N(c3cccc(F)c3)C(=O)[C@]12C	nt	0.8%	nt	nt	nt
CC1CCC(C(O)(C(=O)O)C2CCCCC2)CC1C (stereo not given)	nt	-1.4%	nt	nt	nt
CCN(C(=O)COC(=O)C12CC3CC(CC(O)(C3)C1)C2)c1c(N)n(Cc2ccccc2)c(=O)[nH]c1=O	nt	1.3%[50 µM]	nt	nt	nt
COc1ccc([C@H]2CC(=O)C=C(c3cc(OC)ccc3OC)C2)cc1	nt	1.3%	nt	nt	nt
COc1ccc(C(CNC(=O)c2cccc(S(=O)(=O)N(C)c3ccccc3)c2)N2CCCC2)cc1 (stereo not given)	nt	1.0%[50 µM]	nt	nt	nt
CCc1ccc(S(=O)(=O)Nc2cccc(-c3ccc4nnc(C)n4n3)c2)s1	nt	1.2%[50 µM]	nt	nt	nt
O=C(Nc1cccc(S(=O)(=O)N2CCCCC2)c1)C1CC1	nt	0.7%[50 µM]	nt	nt	nt
CCCCN(C(=O)c1cc(S(=O)(=O)N2CCOCC2)ccc1Cl)c1c(N)n(CC(C)C)c(=O)[nH]c1=O	nt	0.4%[50 µM]	nt	nt	nt
CCN(CC(=O)NCc1ccc(Cl)cc1)C(=O)C1CCN(S(=O)(=O)c2ccc(OC)c(OC)c2)CC1	nt	0.8%[50 µM]	nt	nt	nt
O=C1NC(=O)C(=Cc2ccccc2)N1	nt	-1.5%	nt	nt	nt
O=C1N[C@@H](Cc2ccccc2)C(=O)N2CCCC12 (stereo not given in full)	nt	0.3%	nt	nt	nt
Nc1c(N(CCC2=CCCCC2)C(=O)Cc2ccc(F)cc2)c(=O)[nH]c(=O)n1Cc1ccccc1	nt	1.2%[50 µM]	nt	nt	nt
CC(Nc1ccc(Br)cc1)C(=O)Nc1cccc(S(=O)(=O)N2CCOCC2)c1 (stereo not given)	nt	-0.2%[50 µM]	nt	nt	nt
Cc1ccc(S(=O)(=O)N2CCOCC2)cc1C(=O)OCC(=O)NCCc1ccccc1	nt	0.1%[50 µM]	nt	nt	nt

Entries listed so far containing a nitro group on carbon (3):
SMILES	M1AAP inhibition	K1F lysis inhibition	Hep lipid drop	Siah-1 displacement	P. falciparum M17LAP	others
COc1ccccc1NS(=O)(=O)c1cc(NC(=O)c2ccccc2[N+](=O)[O-])ccc1N1CCOCC1	nt	-0.6%	nt	nt	nt
Cc1nc2ccccc2n1/N=C/c1ccc([N+](=O)[O-])o1	nt	0.6%	nt	nt	nt
Cc1cc(C(=O)COc2cc(F)ccc2[N+](=O)[O-])c(C)n1CC1CCCO1 (stereo not given)	nt	0.5%[50 µM]	nt	nt	nt

(listing goes on)
SMILES	M1AAP inhibition	K1F lysis inhibition	Hep lipid drop	Siah-1 displacement	P. falciparum M17LAP	others
COC(=O)C1=C(C(=O)OC)[C@@H]2N(Cc3ccccc3)c3ccccc3[C@@]23C[C@@H](C(=O)OC)N(C(=O)NC2CCCCC2)C3=N1	nt	1.5%	nt	nt	nt
COc1cc(C(=O)OCC(=O)N2CCN(C(C)=O)CC2)ccc1OCC(C)C	nt	0.1%	nt	nt	nt
Cc1ccc(N2CC(NS(=O)(=O)c3cccs3)CC2=O)cc1 (stereo not given)	nt	1.0%[50 µM]	nt	nt	nt
O=C(NCc1cccc(Br)c1)C1CC2Cn3c(nc4ccccc43)C2N1c1ccccc1 (stereo not given)	nt	-0.4%	nt	nt	nt
O=C1CCCCC1Nc1ccc(Br)cc1 (stereo not given)	nt	1.9%	nt	nt	nt
CN(NC(=O)NN(C)C(=O)c1ccccc1)C(=O)c1ccccc1	nt	2.3%	nt	nt	nt
CCOC(=O)N1CCc2cc(OC)c(OC)c3c2c1cc1cc(OC)c(OC)cc13	nt	-3.2%	nt	nt	nt
